SIRT5 block = blocks human SIRT5 desuccinylation of peptide. inhibition, % at 15 µM. 330,000 tested, 1.1% active. Q9NXA8. AID 652115. Purified SirT5, succinyl-peptide AMC, trypsin-coupled fluorescence; in the data active = inhibition above about 15%; inconclusive = no clear call, values can overlap the other calls
Target sequence (Q9NXA8 whole entry, looked up): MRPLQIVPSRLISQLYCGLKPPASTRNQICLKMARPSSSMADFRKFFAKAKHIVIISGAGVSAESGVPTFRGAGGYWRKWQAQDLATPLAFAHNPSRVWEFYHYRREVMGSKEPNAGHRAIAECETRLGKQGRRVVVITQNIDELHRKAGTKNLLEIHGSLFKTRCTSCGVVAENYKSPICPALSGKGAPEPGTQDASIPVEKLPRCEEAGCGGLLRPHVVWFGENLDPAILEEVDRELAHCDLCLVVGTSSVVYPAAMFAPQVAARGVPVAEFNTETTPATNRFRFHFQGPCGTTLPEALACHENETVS
Statin myotox sup = suppression of simvastatin myotoxicity. C2C12 myotubes + simvastatin, ATP luminescence, 48 h; scaled: DMSO 0, geranylgeraniol control 100. rescue of ATP level, % at 7.49 µM. 330,000 tested, 0.78% active. AID 602340;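 active = mean ATP rescue above about 67%, or every replicate alone reaching that limit, limit read from the data, passing the limit was not always enough; inconclusive = no clear call, values can overlap the other calls; inactive = mean under the limit and some replicate under it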;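 note: myotubes were challenged with 10 µM simvastatin during compound exposure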
miR122 inh = blocks miR-122 activity in Huh7 sensor cells. Huh7 miR-122 Renilla luciferase sensor, 48 h; neutral wells = 0, positive control = 100. activation (reporter increase), % at 12.5 µM. 340,000 tested, 0.3% active;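 active = mean replicate activation score at least 90 and every replicate individually at or above 90; inconclusive = only one of the two criteria met; inactive = neither criterion met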;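 note: higher luciferase means less miR-122 activity so hits act as miR-122 inhibitors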
esBAF inh = inhibitors of esBAF chromatin remodeling in mouse ES cells. Bmi1-luciferase knock-in reporter, 24 h; 100% = twice the neutral-well signal. reporter increase, % at 12.5 µM. 350,000 tested, 2% active. AID 602393; in the data active = activation above about 40%; inconclusive = no clear call, values can overlap the other calls;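 note: 0% = median of the plate's neutral control wells and 100% = double that signal; a rise in the Bmi1 reporter signal indicates esBAF inhibition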
Cneo AK release = causes C. neoformans cell lysis; adenylate kinase release luminescence, 4 h; normalised: neutral wells 0, clomiphene wells 100; lysis activity, % at 15 µM; 360,000 tested, 0.2% active; AID 651654;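 active = mean lysis activity across replicates of at least 80%, whatever share of replicates individually reach that level; inactive = mean lysis activity below 80%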
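Test system: log-phase Cryptococcus neoformans yeast cells. Input: 5 × 10^6 yeast cells/mL. Medium: fresh YPD growth medium. Doses: single dose. Incubation: static 4 h at 37 °C with compound, 1 h detection. Measured by: luminescent adenylate kinase detection reagent. Read-out: signal increase indicating cell lysis. Benchmarks: Clomiphene.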
ARNT-TACC3 inh = ARNT/TACC3 interaction disruption; 390,000 tested, 0.66% active; AlphaScreen His-ARNT PAS-B/GST-TACC3 binding, luminescence; TACC3 fragment carries E629A point mutation; inhibition, % at 9.99 µM;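 active = mean inhibition of replicates at least 50% and at least half of replicates each reaching 50%; inconclusive = half or more replicates reach 50% but mean below 50%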;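 note: 0% = complete ARNT plus TACC3 wells and 100% = ARNT alone without TACC3; many hits fall short of the cut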
ERp5 block = ERp5 (human) disulfide isomerase inhibition; Q15084; ERp5 insulin aggregation, absorbance 650 nm, 90 min; inhibition, % at 9.99 µM; 350,000 tested, 0.05% active; AID 651711;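 active = mean replicate inhibition above about 25%, with every replicate also reaching it, limit read from the data, passing the limit was not always enough; inconclusive = only one of those two criteria met; inactive = neither criterion met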
Target sequence (Q15084 whole entry, looked up): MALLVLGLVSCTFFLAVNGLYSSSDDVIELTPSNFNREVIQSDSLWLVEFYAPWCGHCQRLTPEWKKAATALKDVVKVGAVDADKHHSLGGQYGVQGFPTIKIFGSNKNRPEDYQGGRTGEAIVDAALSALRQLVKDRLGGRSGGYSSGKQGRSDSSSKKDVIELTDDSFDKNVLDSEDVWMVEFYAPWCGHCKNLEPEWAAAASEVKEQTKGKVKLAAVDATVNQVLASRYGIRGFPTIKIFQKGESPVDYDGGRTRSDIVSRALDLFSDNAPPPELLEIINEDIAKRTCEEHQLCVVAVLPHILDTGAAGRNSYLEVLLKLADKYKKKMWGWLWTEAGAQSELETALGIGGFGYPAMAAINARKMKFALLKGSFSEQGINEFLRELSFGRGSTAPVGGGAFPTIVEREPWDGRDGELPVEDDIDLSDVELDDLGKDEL
Active calls of the source: *; ? = inconclusive; nt = not tested or not shown; [ ] = another dose, or the depositor's remark.

SMILES	SIRT5 block	Statin myotox sup	miR122 inh	esBAF inh	Cneo AK release	ARNT-TACC3 inh	ERp5 block
O=C(CCNS(=O)(=O)c1cccs1)NCc1ccccc1	nt	4	-2	-7	1	-5	nt
CC1(c2ccc3c(c2)OCCO3)NC(=O)N(CC(=O)Nc2ccccc2)C1=O (stereo unspecified)	4	10	0	-13	-2	nt	2
CC(=O)Nc1ccc2c(c1)C(=O)N(C)[C@@H]1CC[C@H](CC(=O)NCC3CCCCC3)O[C@H]1CO2	nt	16	0[16.7 µM]	-3	8	2	nt
C[C@@H]1CN([C@@H](C)CO)C(=O)c2cc(NC(=O)CCC(F)(F)F)ccc2O[C@@H](C)CCCCO[C@H]1CN(C)Cc1ccc(Cl)c(Cl)c1	10	nt	-20[16.7 µM]	8	46	-7	-2
Cc1ccccc1CNC(=O)c1ccc2ccccc2n1	0	38	-3	-2	-1	-8	-7
Cc1cccc(-c2noc(CCCC(=O)NC3CCCCC3)n2)c1	-2	11	-1	1	0	-2	3
COc1ccc(CN(C)C[C@H]2Oc3c(NC(=O)C4CC4)cccc3C(=O)N([C@@H](C)CO)C[C@@H]2C)cc1	2	9	15[16.7 µM]	3	9	4	-7
COCC(=O)Nc1ccc2c(c1)[C@@H]1C[C@H](CC(=O)NCc3cccnc3)O[C@H](CO)[C@@H]1O2	-2	-3	5[16.7 µM]	6	4	2	-3
Cc1ccc(-c2cc(C(=O)N/N=C/c3ccc(F)cc3)n[nH]2)o1	-1	nt	-3	nt	0	-5	1
Cc1ccc(/C=C2/SC(=S)N(CCC(=O)N3CCN(C)CC3)C2=O)cc1	-5	nt	nt	nt	nt	10	-1
Cc1c(C=O)c(=O)n(-c2ccccc2)n1-c1ccccc1	nt	4	-1	-10	1	nt	nt
CCCNC(=O)N(C)C[C@H]1Oc2cc(C#CC(C)C)ccc2S(=O)(=O)N([C@@H](C)CO)C[C@@H]1C	nt	10	29[16.7 µM]	7	1	-6	nt
Cc1ccc2nc(C)cc(C(=O)OCC(=O)c3ccc(Cl)c([N+](=O)[O-])c3)c2c1	nt	3	-2	-3	2	-3	nt
O=C(CCCCl)NC(=S)Nc1cc(C(F)(F)F)ccc1N1CCOCC1	-3	nt	nt	nt	nt	-1	-4
O=C(Nc1cc(C(F)(F)F)ccc1F)C1CCCCC1	-2	nt	3	nt	nt	-30	5

In another format: entries from further up.
smiles | SIRT5 block | Statin myotox sup | miR122 inh | esBAF inh | Cneo AK release | ARNT-TACC3 inh | ERp5 block
CCCNC(=O)N(C)C[C@H]1Oc2cc(C#CC(C)C)ccc2S(=O)(=O)N([C@@H](C)CO)C[C@@H]1C | nt | 10 | 29[16.7 µM] | 7 | 1 | -6 | nt
Cc1ccc2nc(C)cc(C(=O)OCC(=O)c3ccc(Cl)c([N+](=O)[O-])c3)c2c1 | nt | 3 | -2 | -3 | 2 | -3 | nt
O=C(CCCCl)NC(=S)Nc1cc(C(F)(F)F)ccc1N1CCOCC1 | -3 | nt | nt | nt | nt | -1 | -4

(next part)
SMILES	SIRT5 block	Statin myotox sup	miR122 inh	esBAF inh	Cneo AK release	ARNT-TACC3 inh	ERp5 block
Cc1onc(-c2c(Cl)cccc2Cl)c1C(=O)NNc1ccccc1	0	nt	nt	nt	nt	-8	-1
CCOc1ccc(NC(=O)CN2CCCC2c2cccs2)cc1S(=O)(=O)N1CCCCC1 (stereo unspecified)	0	-3	22	-7	-1	-4	-1
CCc1ccc(NC(=O)CSc2nncn2-c2cccnc2)cc1	-5	-42	4	?	0	12	-2
CCOC(=O)Cc1csc(SCC(=O)NC(C)C23CC4CC(CC(C4)C2)C3)n1 (stereo unspecified)	nt	nt	-3	nt	-4	-4	nt
COc1cccc(C(=O)NC(=O)Nc2cc(C)on2)c1	-2	2	0	56*	-6	-2	3
Cc1cc(OCc2nn[nH]n2)c2c(-c3ccccc3)cc(=O)oc2c1	nt	-5	-3	-2	0	-1	nt
CC(=O)NC[C@@H]1[C@@H](c2ccc(C3=CCCCC3)cc2)[C@@H](CO)N1C(=O)NC(C)C	nt	0	-7[16.7 µM]	1	0	-10	nt
CC(=O)c1c(C)[nH]c(C(=O)Nc2ccc(C)c(C)c2)c1C	nt	2	25	85*	0	-7	nt
NS(=O)(=O)c1ccc(CNC(=O)C(Cc2ccccc2)NS(=O)(=O)c2ccccc2F)cc1 (stereo unspecified)	1	nt	nt	nt	nt	0	2
O=C(Cn1nnc(-c2ccc(F)cc2)n1)N1CCCCC1	-3	-3	2	12	0	-2	1
COC(=O)c1sc(NC(=S)NC(=O)c2ccccc2)nc1C	-3	nt	nt	nt	nt	4	-9
Cc1nn(C(=O)c2cccc([N+](=O)[O-])c2)c(C)c1Sc1ccccc1	nt	-10	-1	-2	1	-2	nt
c1ccc(-n2nc3ccccc3n2)cc1	nt	nt	12	24	nt	-2	nt
Cc1c(C(=O)Nc2ccc(C(=O)Nc3ccccc3)cc2)cccc1[N+](=O)[O-]	-3	-4	1	5	45	-12	2
O=C(COC(=O)Cc1cccc(C(F)(F)F)c1)Nc1ccc2[nH]c(=O)[nH]c2c1	9	nt	nt	nt	nt	4	2
O=C(N[C@@H](Cc1c[nH]c2ccccc12)C(=O)O)OCC1c2ccccc2-c2ccccc21	2	19	-7	-6	0	-1	4
CCCNC(=O)[C@H]1[C@H](CO)[C@H]2Cn3c(ccc(-c4cccc(F)c4)c3=O)[C@H]2N1C(C)=O	-20	5	-3[16.7 µM]	1	-8	-1	-8
O=C(c1ccccc1-c1ccccc1)N1CCOCC1	nt	nt	0	nt	3	-28	nt
CCc1cccc(CC)c1NC(=O)c1ccc(-n2cncn2)nc1	6	nt	nt	nt	nt	25	2
COc1ccc(/C=N/NS(=O)(=O)c2ccc(C)cc2)cc1	0	22	nt	2	3	27	0
C[C@@H]1CN([C@@H](C)CO)C(=O)c2cc(-c3cccnc3)cnc2O[C@H]1CN(C)C(=O)Nc1ccccc1	7	7	0[16.7 µM]	3	-1	0	0
CO[C@H]1CN(C)C(=O)c2cc(NC(=O)c3ccccc3F)ccc2OC[C@H](C)NC[C@H]1C	-1	12	nt	-1	19	19	-1
O=C(Nc1ccc2c(c1)[C@@H]1C[C@H](CC(=O)N3CCOCC3)O[C@H](CO)[C@@H]1O2)NC1CCCC1	0	-6	-2[16.7 µM]	-4	-5	-8	5
CCCCCCn1c(=O)c(C(=O)N/N=C/c2cccc(F)c2)c(O)c2ccccc21	-2	nt	nt	nt	nt	-2	3
CC(=O)N(c1ccccc1)c1nc(/C=C/C(=O)O)cs1	1	12	0	-5	-1	-2	-5
Cc1ccc(NC(=O)COc2ccc3c(c2)OCO3)c(C)c1	-4	-1	1	26	-3	-3	-6
COc1cc(OC)cc(C(=O)NCC(=O)OC(C)C(=O)NC(C)C2CC3CCC2C3)c1 (stereo unspecified)	0	1	1	1	-1	-6	3
COc1ccc(N(CC(=O)Nc2cc(OC)ccc2OC)S(=O)(=O)c2c(C)nn(C)c2C)cc1	0	10	-2	-4	4	-6	0
O=C(Nc1ccc2nc3n(c(=O)c2c1)CCCCC3)c1ccccn1	1	-26	-4	-24	-1	1	24
COc1ccc(C(NC(=O)CN2CCCCCC2)c2ccc(OC)cc2)cc1	-1	-1	5	-3	0	1	-1
CC(C)Cn1c(N)cc(=O)n(C)c1=O	15	8	0	-4	-1	-3	-2
COc1ccc(C2C(C#N)=C(N)Oc3n[nH]c(C)c32)cc1Cn1cc([N+](=O)[O-])cn1 (stereo unspecified)	nt	nt	-3	2	-1	1	nt
NNC(=O)Cc1csc(-c2ccccc2)n1	1	nt	nt	nt	nt	-8	6
Cc1ccc(NC(=O)c2ncn(CCCNCc3ccc4c(c3)OCO4)n2)cc1C	-5	-9	-1	-2	1	0	6
Cc1ccc(-n2nnnc2-c2cnoc2-c2cccc(F)c2)cc1	nt	12	19	0	2	-5	nt
CC(C)(C)CC(=O)NC(=S)NCc1ccco1	0	nt	nt	nt	nt	-10	2
Cc1cccc(OCC(=O)Oc2ccc(Cl)cc2)c1	-14	nt	nt	nt	nt	-6	1
Cc1cc(C)c(C#N)c(N2CCN(c3ccc(F)cc3)CC2)n1	-4	-5	-1	-4	3	1	-2
Cc1ccc(S(=O)(=O)NCC[C@H]2CC[C@H](NC(=O)Nc3cccc(F)c3)[C@@H](CO)O2)cc1	3	6	nt	6	-2	0	3
Cc1cc(C)n(CCN(C)Cc2nc(Cc3ccccc3F)no2)n1	-9	nt	nt	nt	nt	-5	3
COc1ccc(C(=O)NC(=S)Nc2ccc(CN3CCOCC3)cc2)cc1	-6	nt	-2	nt	0	-1	3
O=C(NCc1ccco1)/C(=C/c1ccccc1)NC(=O)c1ccco1	0	14	5	-2	5	-13	2
COc1ccc(-c2nnc(SCC(N)=O)n2N)cc1	nt	25	-9	-1	2	-13	nt
CCc1sc(C(=O)N2CCN(C(=O)c3ccccc3)CC2)cc1C	-20	7	-4	14	-1	8	-2
N#CCn1cnc2sc(-c3ccccc3)cc2c1=O	-6	nt	nt	nt	nt	2	0
Nc1nnc(SCC(=O)c2ccc3ccccc3c2)s1	nt	nt	-2	52*	nt	-7	nt
CC(C)(C)S(=O)N1Cc2cc(CO)cc(CCO)c2[C@@H]1CCO (stereo partly specified)	-9	-14	-6	-2	-3	-4	-1
CC(=O)Nc1ccc(NC(=O)COc2ccc3c(c2)CCC3)cc1	2	nt	nt	nt	nt	18	12
COc1ccccc1OCc1cc(C(=O)N2CCCC(OCc3cccnc3)C2)no1 (stereo unspecified)	-1	nt	-4	nt	0	-1	-11
C[C@H]1CN([C@@H](C)CO)C(=O)c2cccc(NC(=O)Nc3ccc(C(F)(F)F)cc3)c2O[C@@H]1CN(C)C(=O)Nc1cccc2ccccc12	2	nt	-6[16.7 µM]	6	-3	10	4
O=C(Nc1ccc(Cl)c(Cl)c1)N[C@H]1CC[C@H](CCn2cc(C3CCCCC3)nn2)O[C@H]1CO	7	2	nt	2	3	-4	1
CCOC(=O)C1CCCN(C(=O)c2cc(S(=O)(=O)N3CCCCC3)c[nH]2)C1 (stereo unspecified)	0	-4	2	-2	0	-11	0
CCOc1ccccc1NC(=O)CNC(=O)CNC(=O)Cc1ccccc1	-2	4	-4	5	0	3	1
COCCNC(=O)/C(C#N)=C/c1c(N2CC(C)OC(C)C2)nc2ccccn2c1=O (stereo unspecified)	nt	nt	-9	nt	4	2	nt
CCCNC(=O)N(C)C[C@H]1Oc2ncc(-c3ccccc3)cc2C(=O)N([C@H](C)CO)C[C@H]1C	-3	8	-8[16.7 µM]	6	2	-3	-5
COc1ccc(Cl)cc1NC(=S)NCCCN1CCCC1=O	1	nt	nt	nt	nt	-18	10
COc1ccc(NC(=O)CCNC(C)=O)cc1NS(=O)(=O)c1ccc(F)cc1	nt	-4	2	-4	1	-8	nt
CC(=O)c1ccc2c(c1)c1ccccc1n2CC(C)C	nt	nt	0	nt	2	-4	nt
Cc1nnc(NC(=O)CSc2nnc3ncccn23)s1	-1	-13	0	-3	1	5	-1
CO[C@H]1CN(C)C(=O)c2cc(NC(=O)c3ccc(Oc4ccccc4)cc3)ccc2OC[C@H](C)NC[C@@H]1C	5	-57	nt	-1	5	2	10

Going on with the list:
SMILES	SIRT5 block	Statin myotox sup	miR122 inh	esBAF inh	Cneo AK release	ARNT-TACC3 inh	ERp5 block
COc1ccc(Cl)cc1NC(=O)CNc1ccccc1F	nt	nt	5	nt	1	-5	nt
C[C@H]1CN([C@@H](C)CO)C(=O)c2cc(NS(=O)(=O)c3cn(C)cn3)ccc2O[C@H]1CN(C)Cc1ccc2c(c1)OCO2	-8	-8	-4[16.7 µM]	-8	0	-6	-1
CCCn1c(=S)[nH]c2cc(C(=O)NCc3ccccc3OC)ccc2c1=O	nt	-19	-1	-3	0	nt	-3
O=C(Nc1ccccc1Cl)NC1(C(=O)N2CCCCC2)CCCCC1	nt	101*	-8	-4	-6	nt	nt
NC(=O)c1cc(Cl)ccc1OCC(=O)N1CCCc2ccccc21	-3	-4	-2	22	0	-26	0
CCOCC(=O)Nc1ccc([N+](=O)[O-])cc1OC	-3	0	-4	-7	0	-3	-17

Assay outcomes (PubChem)
